# IDE cell inh – cellular human IDE inhibition; P14735; HEK cells, FAbetaB cleavage, fluorescence polarization; inhibition, % at 5.59 µM; 0.41% of 320,000 active;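 active = percent inhibition above the average of all tested compounds plus 3 SD, set per screening campaign, cut at about 16% in these data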;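 note: IDE supplied by intact live HEK cells; FP after avidin binding of uncleaved biotin substrate so inhibition keeps polarization high; 0% = DMSO wells and 100% = 60 µM reference IDE inhibitor Ii1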
# PHOSPHO1 block – inhibitors of human PHOSPHO1 phosphatase. AID 1565. Q8TCT1. inhibition, % at 13.3 µM. 1.1% of 290,000 active. recombinant PHOSPHO1, absorbance phosphatase assay; in the data active = inhibition above about 60%
# CHRM4 PAM – positive allosteric modulators of human muscarinic M4 receptor; activation, % at 3 µM; CHO-K1 hM4/Gqi5, Fluo-8 calcium fluorescence, ACh EC20; 0% = ACh EC20, 100% = maximal ACh; AID 624126; 0.4% of 360,000 active;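 active = activation above its plate's cutoff, the mean activation of sample wells plus 3 SD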; note: some results filed as inactive read as strong as hits
# IDE cell activ – IDE (human) activation, cell-based | P14735 | activation, % at 5.96 µM | 0.073% of 340,000 active | HEK cells, FAbeta-B cleavage, fluorescence polarization; 0% vehicle, 100% cell-free pure enzyme wells;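 active = activation above the mean of all tested compounds plus 3 SD, set per screening campaign, cut at about 17% in these data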
# MEKK3 PB1 HTS – modulators (inhibitors or enhancers) of MEK5 binding to human MEKK3 PB1 domain; bead-based flow cytometry, Alexa488-MEK5 binding to MEKK3; actives lie on both sides; 0 = blocked by unlabeled MEK5, 100 = vehicle; binding response (% of control), % at 10 µM; 1.4% of 290,000 active;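 active = binding response more than 3 SD above or below the average of its plate-row segment, actives on both sides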;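 note: Alexa488 bead fluorescence after subtracting the streptavidin-only scavenger bead signal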
# CRFBP-R2 block – CRF-BP/CRF-R2 complex antagonism. 0.59% of 350,000 active. inhibition, % at 11.8 µM. HEK293 CRF-R2/CRF-BP, CRF-induced calcium fluorescence. AID 588475;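 active = inhibition of the ligand-induced calcium signal above about 50% at the single tested concentration, limit read from the data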
# GalR3 antagonist – blocks the human galanin receptor 3; inhibition, % at 3 µM; O60755; AID 651719; HEK293 GalR3-CNG cAMP membrane potential fluorescence; galR3 body fused to GalR1 C-terminus; 0.44% of 360,000 active;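 active = inhibition above the screen-wide average plus 3 SD, cut at about 13% in these data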;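 note: forskolin and galanin both at EC90 stimulate the cells; cAMP rise reported by CNG channel membrane potential dye signal; 0% = forskolin plus galanin with DMSO and 100% = forskolin alone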
# CRFBP-R2 agonist – agonists of human CRF-binding protein/CRF-R2 receptor complex | HEK293 CRF-R2/CRF-BP, calcium dye fluorescence (FLIPR); percent of saturating CRF peptide response | activation, % at 13.2 µM | 0.46% of 350,000 active | AID 588473;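 active = activation of at least 50%, plus an integration ratio under a set limit after plate pattern correction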;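 note: plate controls were neutral control wells without compound for no effect and CRF at EC100 for full effect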
# pCIP destab – p/CIP protein destabilization; AID 1984; F442A p/CIP-EGFP cells, EGFP fluorescence, 16 h; decrease of EGFP signal, % at 10 µM; Q05BA5; 0.01% of 290,000 active;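 active = EGFP signal decrease of at least 30% at 10 µM or well 3 SD below plate mean, unless failing retest; inactive = the rest, including hits failing retest or dose response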; note: some compounds called inactive have numbers as strong as hits; many of its hits are not listed in these tables
# Target sequence (Q05BA5 1-1403): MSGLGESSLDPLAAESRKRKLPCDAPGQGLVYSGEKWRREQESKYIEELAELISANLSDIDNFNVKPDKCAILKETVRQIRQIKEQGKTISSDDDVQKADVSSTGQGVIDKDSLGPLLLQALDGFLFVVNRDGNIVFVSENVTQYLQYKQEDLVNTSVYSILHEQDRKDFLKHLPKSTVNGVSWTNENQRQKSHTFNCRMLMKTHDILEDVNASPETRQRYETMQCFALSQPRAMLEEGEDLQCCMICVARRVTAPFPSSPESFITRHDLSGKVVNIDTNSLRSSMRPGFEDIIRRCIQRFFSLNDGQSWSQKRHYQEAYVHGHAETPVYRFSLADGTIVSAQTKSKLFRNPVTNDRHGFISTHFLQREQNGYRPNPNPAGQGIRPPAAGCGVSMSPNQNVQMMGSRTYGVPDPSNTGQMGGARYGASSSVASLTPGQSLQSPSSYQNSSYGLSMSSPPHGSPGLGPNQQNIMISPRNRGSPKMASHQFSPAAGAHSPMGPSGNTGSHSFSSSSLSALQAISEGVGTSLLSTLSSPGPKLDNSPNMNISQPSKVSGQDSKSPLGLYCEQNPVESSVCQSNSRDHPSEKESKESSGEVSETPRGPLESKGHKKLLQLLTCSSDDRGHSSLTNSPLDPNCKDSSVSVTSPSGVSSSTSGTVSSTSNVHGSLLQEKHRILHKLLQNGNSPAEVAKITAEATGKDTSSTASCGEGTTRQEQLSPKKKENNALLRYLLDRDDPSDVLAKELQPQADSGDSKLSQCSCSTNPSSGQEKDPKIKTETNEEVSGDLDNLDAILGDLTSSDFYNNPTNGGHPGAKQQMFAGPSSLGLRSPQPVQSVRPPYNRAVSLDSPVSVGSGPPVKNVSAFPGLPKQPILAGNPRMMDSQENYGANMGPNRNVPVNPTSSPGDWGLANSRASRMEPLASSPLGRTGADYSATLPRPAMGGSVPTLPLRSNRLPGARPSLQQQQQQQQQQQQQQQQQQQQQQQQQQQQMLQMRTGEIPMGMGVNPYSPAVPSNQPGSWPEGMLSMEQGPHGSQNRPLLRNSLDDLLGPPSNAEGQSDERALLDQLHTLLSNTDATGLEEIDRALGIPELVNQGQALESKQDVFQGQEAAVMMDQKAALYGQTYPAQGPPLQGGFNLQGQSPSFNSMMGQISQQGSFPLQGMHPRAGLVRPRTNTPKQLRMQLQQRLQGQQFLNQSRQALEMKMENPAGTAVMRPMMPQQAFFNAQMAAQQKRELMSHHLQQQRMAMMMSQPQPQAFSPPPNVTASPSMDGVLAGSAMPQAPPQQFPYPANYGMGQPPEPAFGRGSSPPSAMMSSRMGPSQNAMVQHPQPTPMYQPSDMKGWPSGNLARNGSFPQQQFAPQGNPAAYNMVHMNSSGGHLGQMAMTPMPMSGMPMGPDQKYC
# The depositor's hits bear a star; / = not tested or not shown; & = joins results of further samples. Compounds as they come; about 4.2% have a hit in one of these screens.
entry	compound	IDE cell inh	PHOSPHO1 block	CHRM4 PAM	IDE cell activ	MEKK3 PB1 HTS	CRFBP-R2 block	GalR3 antagonist	CRFBP-R2 agonist	pCIP destab
1	O=C1SC(SC(=Nc2ccccc2)Nc2ccccc2)C(=O)N1c1ccccc1 (stereo unspecified)	0	-3	4&1	9&1	95	14&11	-5	4.1&0.0	6
2	C[C@H](CO)N1C[C@H](C)[C@@H](CN(C)C(=O)Nc2ccc3c(c2)OCO3)Oc2ccc(NC(=O)Cn3cnnn3)cc2C1=O	3	/	5	-1	/	-12	-1	4.1	/
3	CNC(=O)CSc1ncnc2c1cnn2-c1ccccc1	4	-1	-6	7	98	13	3	0.1	-7
4	Cc1ccc(NC(=O)C(C)Sc2n[nH]c(CNc3ccccc3)n2)cc1 (stereo unspecified)	3	28	2	1	94	2	-7	-1.6	-8
5	O=C(/C=C/c1ccccc1)NC(NC(=S)Nc1ccc(C(=O)O)cc1)C(Cl)(Cl)Cl (stereo unspecified)	-16	-17	-2	0	97	13	-2	-0.6	-5
6	O=C(c1cccc([N+](=O)[O-])c1)N1CCN(c2ccc(N3CCOCC3)nn2)CC1	-2	/	1	4	/	8	-4	-0.8	/
7	COc1ccc(C(=O)NC2CCN(C(=S)Nc3cc(C)ccc3C)CC2)cc1	-6	-2	-8	5	85	-1	1	-1.5	-6
8	COc1cc2cc(C(=O)Nc3ccc4c(c3)OCCO4)[nH]c2cc1OC	9	7	-3	-1	98	-5	-5	1.3	-1
9	COc1cccc(-n2c([S-])c(C(=O)Nc3ccc(C(F)(F)F)cc3)[n+]3ccccc23)c1	4	-10	/	/	98	/	/	/	12
10	Fc1ccc(N2Cc3ccsc3C=N2)cc1	5	57	-4	2	101	-4	-5	-1.4	3
11	CCOc1ccc(N/C=C/C(=O)c2ccc(OC)cc2)cc1	2	-76	-2	5	99	5	-8	0.7	-2
12	O=S(=O)(Nc1ccc2ccccc2n1)c1ccccc1Cl	4	33	8	2	103	-2	-7	0.3	-12
13	CCOc1ccc(NC(=O)C2C3C=CC4(O3)C2C(=O)N(Cc2cccnc2)C4C(=O)NC2CCCCC2)cc1 (stereo unspecified)	2	31	4	4	103	0	/	0.8	-5
14	CC[C@H](C)[C@@H](C(=O)NCCCCCCCCCCC(=O)N1CCNCC1)n1cc(CCCCN=C(N)N)nn1	0	/	-5	1	/	-4	-6	0.2	/
15	CC(=O)N1c2ccc(S(=O)(=O)N3CCCC(C(=O)NCc4ccccc4)C3)cc2CC1C (stereo unspecified)	0	20	-2	5	98	2	1	-0.4	-18
16	Cc1ccccc1C(=O)NC(=S)N(Cc1ccccc1)c1ccccn1	0	/	5	9	/	-3	-4	-0.7	/
17	Cc1ccccc1NC(=O)/C(C#N)=C\c1ccsc1	2	-4	6	4	105	-9	1	0.4	-6
18	CC1=C(C(=O)N(C)C)CC(CC(=O)NCc2cccc3ccccc23)C(=O)N1CCC1=CCCCC1 (stereo unspecified)	/	/	6	/	/	1	-8	3.3	/
19	COCCNC(=O)C(C)N(c1ccc(OC)cc1)S(C)(=O)=O (stereo unspecified)	-9	31	11	0	120	2	-5	-0.2	6
20	Cn1cc(CN2CCN(Cc3ccc4c(c3)OCO4)CC2)c(-c2ccccc2F)n1	3	39	1	5	99	-4	1	-0.3	-4
21	CC1CCN(S(=O)(=O)c2cccc(S(=O)(=O)N3CCOCC3)c2)CC1	-18	12	-4	0	100	-3	3	-0.9	-2
22	CCOc1ccc2nc(SCC(=O)N(CCOC)c3c(N)n(Cc4ccccc4)c(=O)[nH]c3=O)[nH]c2c1	-1	/	6	-2	/	-3	-4	-0.5	/
23	Cn1c(CN2CCOCC2)nnc1SCC(=O)Nc1ccc2c(c1)OCCO2	4	12	7	-19	100	-2	-6	-0.2	-8
24	CC(C)(C)C(=O)Oc1cc(N)n(S(=O)(=O)c2ccccc2)n1	2	6	2	-1	/	7	-6	-1.4	4

# Just CHRM4 PAM and CRFBP-R2 agonist, for some of the entries so far:
no. | SMILES | CHRM4 PAM | CRFBP-R2 agonist
20 | Cn1cc(CN2CCN(Cc3ccc4c(c3)OCO4)CC2)c(-c2ccccc2F)n1 | 1 | -0.3
19 | COCCNC(=O)C(C)N(c1ccc(OC)cc1)S(C)(=O)=O (stereo unspecified) | 11 | -0.2
16 | Cc1ccccc1C(=O)NC(=S)N(Cc1ccccc1)c1ccccn1 | 5 | -0.7
21 | CC1CCN(S(=O)(=O)c2cccc(S(=O)(=O)N3CCOCC3)c2)CC1 | -4 | -0.9

# Continued:
entry	compound	IDE cell inh	PHOSPHO1 block	CHRM4 PAM	IDE cell activ	MEKK3 PB1 HTS	CRFBP-R2 block	GalR3 antagonist	CRFBP-R2 agonist	pCIP destab
25	Cc1nc2ccccn2c1CN(C)C(=O)C1CCC(=O)N(Cc2cccc(F)c2)C1 (stereo unspecified)	2	12	0	3	99	-13	-7	1.3	1
26	Cc1cccc(CCNC(=O)C2CCC(=O)N(Cc3ccc(Cl)cc3)C2)n1 (stereo unspecified)	0	33	7	5	103	11	-4	0.1	10
27	CC(C)(CO)Nc1nc(Cl)nc(NC2CCCCC2)n1	-4	32	2	-5	91	-2	4	-4.2	-8
28	COc1cccc(CNc2ccc3c(c2)nc(C)n3C)c1OC	6	24	-3	0	104	9	-12	-0.8	-8
29	Cc1ccccc1OCCN1C(=O)C(=O)c2cccc(C)c21	-3	-4	4	-6	88	-27	-13	-3.1	-6
30	CC(C)C(=O)O/N=C(\N)c1ccc(Oc2ccc(Cl)cc2)c([N+](=O)[O-])c1	-1	32	-6	4	109	19	3	3.0	4
31	Cc1ccc(F)c([C@H]2[C@H]3C=CC[C@@H](C)[C@@H]3C(=O)N2Cc2ccccc2)c1	4	26	-4	5	105	2	-7	2.3	-4
32	CCN(CC)c1ncnc2c1cnn2Cc1ccc(Cl)cc1	-5	-5	-9	9	112	-10	-1	-1.2	-6
33	CC(=O)Oc1cccc(C(=O)Nc2cccc(C(=O)Nc3ccccc3C(=O)O)c2)c1	-3	39	-1	3	105	2	-9	1.8	4
34	CCOCCn1c2ccccc2c2nc3ccccc3nc21	-3	38	-8	-1	102	-21	-13	-2.0	-17
35	O=C(c1cc2cc(F)ccc2[nH]1)N1CCN(c2cccc(Cl)c2)CC1	5	28	8	-1	100	-18	-11	0.9	-1
36	CN(C)C(CNC(=O)CCC(=O)c1ccc(Br)cc1)c1ccccc1 (stereo unspecified)	0	15	-6	-1	102	-10	-9	-0.3	-9

[37] COc1ccc(CNC(=O)C[C@H]2C(=O)N(Cc3ccccc3)C[C@@H]2Cc2ccccc2)cc1
[38] CN1CCC(CNC(=O)Nc2ccccc2)(c2ccccc2)CC1
[39] CC(NC(=O)Oc1cccc2ccccc12)c1ccccc1 (stereo unspecified)
[40] O=C(NNC(=O)c1ccccc1[N+](=O)[O-])Nc1ccc(Cl)cc1
[41] CCN(CC)CCn1c2ccccc2c2cnc(N)c(C#N)c21
[42] COc1cccc(C(=O)NC2CCSC2=O)c1 (stereo unspecified)
[43] COc1ccc(CNC(=O)c2ccc(CS(=O)c3ccccc3)o2)cc1 (stereo unspecified)
[44] O=C(CCCN1C(=O)/C(=C/c2cccc(Br)c2)SC1=S)NCCCN1CCOCC1

compound no.	37	38	39	40	41	42	43	44
IDE cell inh	-5	-6	/	3	0	1	-2	8
PHOSPHO1 block	-24	/	/	26	14	-5	37	12
CHRM4 PAM	-6	-3	2	2	6	0	4	2
IDE cell activ	4	8	-3	4	1	3	6	4
MEKK3 PB1 HTS	101	102	/	101	109	100	101	98
CRFBP-R2 block	-1	6	-21	10	-37	29	6	7
GalR3 antagonist	-4	-4	-6	-5	-1	-4	-6	1
CRFBP-R2 agonist	0.8	2.2	1.6	0.1	-3.9	-3.0	-1.3	-1.4
pCIP destab	-16	-3	/	-3	-13	-16	-12	5

# Whole records from above. Screens in order: IDE cell inh	PHOSPHO1 block	CHRM4 PAM	IDE cell activ	MEKK3 PB1 HTS	CRFBP-R2 block	GalR3 antagonist	CRFBP-R2 agonist	pCIP destab
# `C[C@H](CO)N1C[C@H](C)[C@@H](CN(C)C(=O)Nc2ccc3c(c2)OCO3)Oc2ccc(NC(=O)Cn3cnnn3)cc2C1=O` across the screens: 3	/	5	-1	/	-12	-1	4.1	/
# `CCOc1ccc(N/C=C/C(=O)c2ccc(OC)cc2)cc1` across the screens: 2	-76	-2	5	99	5	-8	0.7	-2
# `CNC(=O)CSc1ncnc2c1cnn2-c1ccccc1` across the screens: 4	-1	-6	7	98	13	3	0.1	-7
# `CC1=C(C(=O)N(C)C)CC(CC(=O)NCc2cccc3ccccc23)C(=O)N1CCC1=CCCCC1` (stereo unspecified) across the screens: /	/	6	/	/	1	-8	3.3	/

# (cont.)
[45] CN(CC1CCOCC1)C(=O)CC1C(=O)NCCN1C/C=C/c1ccccc1 (stereo unspecified)
[46] CCCc1cc(C(=O)Nc2ccc(C(C)=O)cc2)no1
[47] CC(=O)Nc1nc2ccccc2n1CCOc1ccccc1Cl
[48] COc1ccc([N+](=O)[O-])cc1NC(=O)COC(=O)Cc1cc(OC)c(OC)c(OC)c1
[49] CCOc1ccc(C(=O)Nc2ccc(S(=O)(=O)Nc3nccc(C)n3)cc2)cc1OCC
[50] C[C@@]12C(=O)N(c3cccc(Cl)c3)C(=O)N1[C@H](c1ccc(Cl)cc1)[C@@H]1C(=O)N(C3CCCCC3)C(=O)[C@@H]12
[51] CCCC[n+]1ccn(-c2nc3ccccc3nc2[N-]S(=O)(=O)c2ccccc2)c1
[52] O=C(CNC(=O)c1ccc(Cl)cc1)c1ccc(Br)cc1

compound no.	45	46	47	48	49	50	51	52
IDE cell inh	7	4	6	4	5	-1	4	5
PHOSPHO1 block	14	14	-7	2	52	/	-8	-16
CHRM4 PAM	-1	0	4	0	5	20	3	-3
IDE cell activ	-14	1	-6	6	3	3	-2	5
MEKK3 PB1 HTS	98	100	99	99	97	/	100	104
CRFBP-R2 block	-15	-15	-4	20	-16	-8	-4	-2
GalR3 antagonist	-5	/	-2	-3	-8	-5	0	-10
CRFBP-R2 agonist	-2.3	1.3	0.2	1.3	0.0	3.3	1.1	-2.3
pCIP destab	-3	-11	1	-3	-12	/	5	-4

[53] CCOC(=O)C1CCCN(CCC(=O)Nc2cccc(F)c2)C1 (stereo unspecified)
[54] O=C(NC(=S)Nc1cccc([N+](=O)[O-])c1)C1CCCCC1
[55] COc1ccc(OC)c(NC(=O)NCCc2c[nH]c3ccccc23)c1
[56] CCOC(=O)/C(N=Nc1c(Br)cc(Br)cc1Br)=C(\C)O
[57] CC(C)NCCCOc1ccc(C(C)(C)c2ccccc2)cc1
[58] CCOC(=O)c1ccccc1NC(=O)c1ccccc1SC
[59] CCOC(=O)C(=O)N/N=C(/c1ccccc1)c1ccc(OC)cc1
[60] CCOC(=O)c1c(NC(=O)COC(=O)c2nc(Cl)ccc2Cl)sc2c1CCC2

compound no.	53	54	55	56	57	58	59	60
IDE cell inh	0	-1	/	-1	-2	7	8	5
PHOSPHO1 block	1	19	5	3	3	-8	16	3
CHRM4 PAM	1	-1	0	22	4	5	-7	2
IDE cell activ	3	2	-2	1	7	1	4	1
MEKK3 PB1 HTS	105	98	98	126*	98	105	90	102
CRFBP-R2 block	-4	-12	9	-1	1	14	1	-3
GalR3 antagonist	-1	-4	-8	-6	-4	-8	3	-4
CRFBP-R2 agonist	-0.5	0.6	-1.0	0.4	-0.8	-2.4	-0.6	0.1
pCIP destab	3	18	3	2	8	5	-14	11
